Bioassay records as filed in PubChem BioAssay.
N370S GC: qHTS Assay for Inhibitors and Activators of N370S glucocerebrosidase as a Potential Chaperone Treatment of Gaucher Disease; 330,000 tested, 0.092% active; Potency, µM (doses to about 59.4 µM), inactives show top-dose activity change, negative = inhibition, usual class: inhibitors; N370S GC spleen homogenate, 4MU-glucoside fluorescence; Lysosomal acid glucosylceramidase (Homo sapiens), P04062;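 note: 0% = full enzyme activity and -100% = no enzyme basal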
TDP1 block: qHTS Assay for Inhibitors of Tyrosyl-DNA Phosphodiesterase (TDP1); Tyrosyl-DNA phosphodiesterase 1 (Homo sapiens), Q9NUW8; recombinant TDP1, AlphaScreen DNA substrate cleavage; Potency, µM (series often up to 130 µM), for the others: top-dose activity change, negative = inhibition, actives largely listed as inhibitors; 350,000 tested, 0.28% active; AID 485290, 2010; note: nearly all actives have a fitted effect of over 40% in size
Target sequence (Q9NUW8 whole entry, looked up): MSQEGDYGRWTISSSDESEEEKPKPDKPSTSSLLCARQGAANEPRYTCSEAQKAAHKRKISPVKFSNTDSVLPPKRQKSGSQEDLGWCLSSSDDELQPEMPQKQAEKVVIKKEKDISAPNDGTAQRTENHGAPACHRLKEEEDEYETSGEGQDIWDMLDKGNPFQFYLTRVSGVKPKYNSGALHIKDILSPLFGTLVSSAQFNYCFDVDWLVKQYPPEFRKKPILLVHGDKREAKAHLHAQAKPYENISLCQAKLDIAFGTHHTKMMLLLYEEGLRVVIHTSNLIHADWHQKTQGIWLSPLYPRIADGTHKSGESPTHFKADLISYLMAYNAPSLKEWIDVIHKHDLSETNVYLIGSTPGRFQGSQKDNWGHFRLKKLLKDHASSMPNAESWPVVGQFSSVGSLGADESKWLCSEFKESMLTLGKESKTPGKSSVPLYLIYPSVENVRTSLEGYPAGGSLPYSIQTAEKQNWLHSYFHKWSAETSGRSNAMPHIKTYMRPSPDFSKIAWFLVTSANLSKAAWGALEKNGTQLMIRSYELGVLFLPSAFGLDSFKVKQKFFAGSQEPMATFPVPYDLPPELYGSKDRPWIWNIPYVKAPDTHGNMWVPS
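Enzyme-compound mixtures sat 15 min at room temperature, followed by a 5 min reaction with 15 nM final substrate and 10 min with AlphaScreen beads. Recombinant human Tdp1 was used at 1 nM final.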
TDP1 cell noCPT: qHTS for Inhibitors of human tyrosyl-DNA phosphodiesterase 1 (TDP1): qHTS in cells in absence of CPT. DT40 Tdp1-/- hTDP1 cells, no CPT, ATP luminescence, 48 h. Potency, µM (series often up to 46.2 µM), for the others: at the highest dose activity change, negative = growth inhibition, actives largely listed as inhibitors. 420,000 tested, 15% active. AID 686978, 2013; note: nearly all actives have a fitted effect of over 55% in size
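Chicken DT40 Tdp1-/- cells stably complemented with human TDP1 were seeded at 400 cells/well with DMSO in place of 20 nM camptothecin. After compound pinning, cells grew at least 48 hr at 37 °C; viability read by CellTiter-Glo luminescence.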
* marks the source's active call; other numbers are inactive results; ? = inconclusive; . = not tested or not shown; [ ] = dose if it differs, or a comment. Calls come from the whole dose curve; as a rule, active = well fitted curve in the direction sought with a large enough effect; inconclusive = small, poorly fitted or top-dose-only effect, or another doubt; inactive = no such curve, though single readings can be large; an effect the other way counts as inactive or inconclusive. Unless noted, % is set by controls: 0 for no effect and ±100 for the full control effect; potency is the fitted concentration of half-maximal effect. A portion of the library; the hit share may differ from the screen's.

SMILES	N370S GC	TDP1 block	TDP1 cell noCPT
COc1c(Cl)cc(-c2noc(C)c2C(=O)NCc2ccc3c(c2)OCO3)cc1Cl	13.5%	2.6%	-29.5%
CSc1cc(-c2ccc(Cl)cc2)c(C(=O)NN)s1	6.2%	4.0%	?
Nc1cc(N)nc(SCC(=O)Nc2ccc(Br)cc2Cl)n1	17.5%	0.0%	?
NC(=S)NC(=O)c1ccccc1	-1.0%	3.8%	0.1%
O=[N+]([O-])c1ccc(-[n+]2nc(-c3ccccc3)nn2-c2ccccc2)cc1	-12.3%	2.7%	-17.0%
Cc1nn(C(C)C(=O)Nc2sc3c(c2C#N)CCCC3)c(C)c1[N+](=O)[O-] (stereo not drawn)	8.9%	1.9%	?
CCCc1cc(=O)[nH]c(SCC(=O)Nc2ccc(OC)c(S(=O)(=O)N3CCCCC3)c2)n1	.	3.1%	-22.4%
CCC(COC)NC(=O)CCc1nnc(Cc2c[nH]c3ccccc23)o1 (stereo not drawn)	-13.1%	.	16.8%
COc1ccc(OC)c(NC(=O)c2ccc(Cl)cc2)c1	20.0%	2.5%	-8.7%
Cc1nc(N2CCOCC2)c2c(C)c(C(=O)Nc3ccc(C(F)(F)F)cc3)sc2n1	18.0%	-2.6%	18.4µM*
CCOc1ccc(CCNC(=O)c2c(C)noc2C)cc1OCC	0.6%	.	-1.5%
COc1ccc(CN(CC2CCCO2)C(=O)CN2C(=O)COc3ccccc32)cc1OC (stereo not drawn)	7.0%	8.2%[56.1 µM]	-20.9%
CCc1ccc(NC(=O)C2CCCN(S(=O)(=O)c3ccc(F)cc3)C2)cc1 (stereo not drawn)	.	4.7%	7.31µM*
CCC(C)c1ccc(C2C3=C(Nc4nc(N)[nH]c(=O)c42)c2ccccc2C3=O)cc1 (stereo not drawn)	11.1%	0.0%	?
O=C(CN1CCN(C(c2ccccc2)c2ccccc2)CC1)N1CCN(c2ccccc2)CC1	-2.4%	7.7%	18.4µM*
O=C(CCCCCNC(=O)c1ccccc1)N/N=C/c1ccco1	1.4%	39.8µM*	-18.5%
CCOc1ccccc1NC(=O)CSc1nc2ccccc2nc1N1CCCC1	?	.	?
COc1ccc(OC)c(NC(=O)Cn2c(=O)n(Cc3ccccc3)c(=O)c3ccccc32)c1	.	5.9%	-29.5%
O=C(CCNC(=O)C1CCN(S(=O)(=O)c2ccc(F)cc2)CC1)NC1CC1	6.9%	3.8%	26.3%
O=C1CCC(C(=O)OCc2nnc(-c3ccc(Cl)cc3)o2)=NN1	-5.3%	2.5%[0.505 µM]	-18.4%

Structural class, the entries above containing a thiophene ring, fused or not (3)
SMILES	N370S GC	TDP1 block	TDP1 cell noCPT
CSc1cc(-c2ccc(Cl)cc2)c(C(=O)NN)s1	6.2%	4.0%	?
Cc1nn(C(C)C(=O)Nc2sc3c(c2C#N)CCCC3)c(C)c1[N+](=O)[O-] (stereo not drawn)	8.9%	1.9%	?
Cc1nc(N2CCOCC2)c2c(C)c(C(=O)Nc3ccc(C(F)(F)F)cc3)sc2n1	18.0%	-2.6%	18.4µM*

The results go on.
SMILES	N370S GC	TDP1 block	TDP1 cell noCPT
N/C(=N\OC(=O)CCn1cccc(C(F)(F)F)c1=O)c1ccc(Cl)cc1	3.4%	1.2%	?
CC(C)[C@H](NC(=O)N1CCn2c1nc1ccccc12)C(=O)NC1CC1	-16.7%	0.5%	-17.3%
COc1ccc(OC)c(CCNC(=O)CCCn2c(=O)c3cccn3c3ccccc32)c1	.	0.0%	20.6µM*
O=C1CC(NS(=O)(=O)c2ccc3ccccc3c2)CN1c1ccccc1 (stereo not drawn)	-8.0%	.	?
Cc1cccc(-c2nc3c(c(SCC(=O)N4CCCC4)n2)COC(C)(C)C3)c1	-7.5%	4.1%	?
Cc1cccc(N2CCN(C(=O)C(Cc3ccccc3)NC(N)=O)CC2)c1C (stereo not drawn)	8.2%	.	-19.2%
O=C(N/N=C1/C[C@@H](O)[C@@H](O)[C@@H]2[C@@H]3C(=O)N(c4cccc(Oc5ccccc5)c4)C(=O)[C@H]3CC[C@@H]12)OCc1ccccc1	-4.6%[12.8 µM]	11.1%[21 µM]	.
CC(C)c1ccc(NC(=O)c2cc3c(=O)oc4ccccc4c3s2)cc1	.	0.0%	-15.0%
CCN(CC)CCCNC(=O)c1cc(Nc2ccc(OC)cc2OC)nc2ccccc12	0.2%	.	?
O=C(O)c1cc(NN=C2c3ccccc3-c3ccccc32)ccc1Cl	-5.3%	.	-28.2%
Cc1c(C(=O)NC2CCCCC2C)oc2ccccc12 (stereo not drawn)	1.4%	2.9%	?
Cc1cccc(-n2ncc3c(Nc4ccc(C)c(Cl)c4)ncnc32)c1	.	-0.5%	18.4µM*
COc1cc(OC)c(NS(=O)(=O)c2c(C(=O)N3CCCCCC3)c(C)n(C)c2C)cc1Cl	.	12.3%	20.6µM*
CC(=O)c1ccc(S(=O)(=O)NCCC(=O)NC(C)c2ccncc2)cc1 (stereo not drawn)	.	-4.8%[56.1 µM]	-10.5%
CCn1c(SCC(=O)Nc2ccc(N(C)C)cc2)nnc1C1CC1	-9.7%	9.4%	-13.2%
CN(C)/C=N/c1nc2nccc(-c3cccs3)n2n1	?	-8.8%	0.9%
CC1(C(=O)O)CCC(C(=O)Nc2ccccc2)C1(C)C (stereo not drawn)	22.9%	-1.0%	6.7%
CC(C)c1cccc(C(C)C)c1NC(=O)CNCc1ccccc1F	-26.7%	0.0%	?
CCN(CC)C(=O)c1cc2c(=O)n3ccccc3nc2s1	?	3.9%	-23.8%
CCN=C1SC(C(=O)Nc2ccc(OCC)cc2)CC(=O)N1CC (stereo not drawn)	-19.1%	0.0%	-3.9%
CC1(C(=O)NC2CCCCCCC2)CC1(Cl)Cl (stereo not drawn)	13.3%	3.9%	-15.6%
Cc1cc2nc(SCCOC(=O)Nc3ccccc3)nc(C)c2cc1C	28.0%	1.9%	?
COc1ccccc1NC(=O)Cn1c(=O)n(Cc2ccccc2)c(=O)c2ccccc21	.	8.8%	?
CCOC(=O)c1sc2nc(C)nc(SCC(N)=O)c2c1C	0.1%	5.5%	2.6%
O=C(CCCc1nc2ccccc2s1)NCc1ccccc1	4.4%	7.9%	-2.0%
Cc1ccc(C)c2[nH]c(=O)c(CN(Cc3cccnc3)C(=S)NCc3ccco3)cc12	-6.7%	1.9%	?
O=c1nc(Nc2ccc(Br)cc2)sc2ccc([N+](=O)[O-])cc12	8.2%	.	-1.7%
COc1cc(SC)ccc1C(=O)NCCN1CCOCC1	-3.2%	0.0%	-10.3%
Cc1ccc(S(=O)(=O)NC2CCCCCC2)cc1C(N)=O	0.8%	3.1%[56.1 µM]	-16.7%
COc1cccc(CN(C)CC(=O)Nc2ccccc2N2CCOCC2)c1OC	20.5%	-5.5%	?
O=C1CC(Sc2nnnn2C2CCCCC2)C(=O)N1c1ccccc1 (stereo not drawn)	-13.4%	0.0%	4.11µM*
Cc1ccc(S(=O)(=O)N2CCN(C(=O)C3CSC4(C)CCC(=O)N34)CC2)cc1C (stereo not drawn)	-6.1%	.	?
Cn1nnnc1SCC(=O)Nc1ccccc1Cl	-8.1%	3.2%	-7.6%
COc1ccc(C(=O)N2N=C3CC(C)(C)OCC3C2c2ccccc2)cc1 (stereo not drawn)	11.1%	4.2%	-22.0%
Cc1cc(=O)[nH]c(SC(C)C(=O)Nc2cccc3ccccc23)n1 (stereo not drawn)	5.5%	-7.9%	-4.0%
COc1ccc(/C=N/Nc2nc3ccccc3o2)cc1OC	-1.8%	2.6%	8.2%
O=C1C2C3C=CC(C3)C2C(=O)N1c1cccc2cccnc12 (stereo not drawn)	5.7%[2.35 µM]	-1.0%	?
CC1CC(C)CN(C(=O)c2cccc(NC(=O)CC3SC(N4CCCCC4)=NC3=O)c2)C1 (stereo not drawn)	.	1.2%	-27.0%
CC(NCC(=O)NCCc1ccc(S(N)(=O)=O)cc1)c1ccc(F)cc1 (stereo not drawn)	-13.4%	-2.9%	2.2%
Cn1nnnc1SCC(=O)N1c2ccccc2Sc2ccc(Cl)cc21	11.7%	5.6%	20.6µM*
O=C(N1CCOCC1)N1CCN(c2ccc(F)cc2)CC1	4.7%	4.6%	-11.4%
COc1ccc(Nc2ncnc3c2cnn3-c2cc(Cl)ccc2C)cc1OC	.	7.8%	?
NC(=O)[C@@H]1CC2(CC(c3cccc(NC(=O)[C@H]4CCC(=O)N4)c3)=NO2)CN1C(=O)c1ccc(Cl)cc1 (stereo partly drawn)	-14.4%	1.2%	0.6%
CN(C(=O)CSc1nc2ccccc2n1Cc1cccc(C(F)(F)F)c1)c1ccccc1	.	6.2%	16.4µM*
CC(C)Cc1ccc(CN2CCCC(NC(=O)CCn3cnnn3)C2)cc1 (stereo not drawn)	-11.3%	0.0%	?
COc1ccc(OC)c(N=C(N)N=C(N)N)c1	-2.7%	8.2%	-2.7%
C=CCN1c2ccccc2[C@]23C[C@@H](C(=O)OC)N(C(=O)C4CCC4)C2=NC(C(=O)OC)=C(C(=O)OC)[C@H]13	2.0%[12.8 µM]	9.8%[12.3 µM]	?
COc1cccc(NC(=O)CN2CCc3ccccc3C2)c1	-7.6%	5.1%	-10.8%
CC1CCN(C(=O)CSc2nnc(-c3ccccc3F)o2)CC1	-12.7%	.	-25.2%
COc1ccc(C(=O)Nc2ccc(C)c(S(=O)(=O)N3CCCCCC3)c2)cc1	14.1%	2.7%	?
CCC(=O)Nc1cc(C(=O)OCC(=O)c2ccc(Cl)cc2Cl)ccc1C	8.6%	0.0%	-11.5%
CNS(=O)(=O)c1cccc(C(=O)NCC(c2cccs2)N2CCOCC2)c1 (stereo not drawn)	-1.4%	-4.5%	-19.3%
CCN(CC(=O)Nc1ccccc1C(F)(F)F)C(=O)CN1C(=O)NC(C)(c2ccccc2)C1=O (stereo not drawn)	-5.5%	0.5%	-5.6%
COc1ccc(C(=O)n2c(C)c(CCO)c(=O)n2C)cc1	13.7%	4.8%	-1.7%
CCOC(=O)N1CCN(C2CC(=O)N(c3ccc(C)cc3)C2=O)CC1 (stereo not drawn)	-12.1%	4.5%	-2.9%
Nc1nc(SCC(=O)NCc2ccccc2)n[nH]1	1.2%	2.0%	2.9%
C[C@H]1CN([C@@H](C)CO)C(=O)c2cc(NC(=O)C3CCCCC3)ccc2O[C@H]1CN(C)CC1CCCCC1	.	0.9%	-19.8%
O=C(Cn1nc(-c2ccccc2)ccc1=O)Nc1ccc(NC(=O)c2ccccn2)cc1	-9.2%	3.5%	?
CCc1cccc(NC(=O)Cn2c(=O)n(CCC(=O)NCc3ccccc3Cl)c(=O)c3sccc32)c1	.	-1.8%	?
COc1ccc(NC(=O)COc2cccc(C(F)(F)F)c2)cn1	-2.4%	0.6%	?

Whole records as entered above. Values in the order: N370S GC	TDP1 block	TDP1 cell noCPT
Shown for `COc1ccc(OC)c(N=C(N)N=C(N)N)c1` → -2.7%	8.2%	-2.7%
Shown for `C[C@H]1CN([C@@H](C)CO)C(=O)c2cc(NC(=O)C3CCCCC3)ccc2O[C@H]1CN(C)CC1CCCCC1` → .	0.9%	-19.8%
Shown for `CC(C)Cc1ccc(CN2CCCC(NC(=O)CCn3cnnn3)C2)cc1` (stereo not drawn) → -11.3%	0.0%	?
Shown for `CCN(CC(=O)Nc1ccccc1C(F)(F)F)C(=O)CN1C(=O)NC(C)(c2ccccc2)C1=O` (stereo not drawn) → -5.5%	0.5%	-5.6%
Shown for `COc1cccc(NC(=O)CN2CCc3ccccc3C2)c1` → -7.6%	5.1%	-10.8%

Next section
SMILES	N370S GC	TDP1 block	TDP1 cell noCPT
COc1cccc(/C=N/NC(=O)CSc2ccccc2C)c1OC	7.7%	2.6%	-15.4%
O=S(=O)(NCCN1CCOCC1)c1cccs1	-3.5%	2.5%	-20.9%
Cc1ccc(S(=O)(=O)N2CCN(C(=O)c3cccc(F)c3)CC2)cc1	4.7%	3.1%	-24.8%
c1ccc(CC2CCN(C3=Nc4cccc5cccc3c45)CC2)cc1	-18.4%	7.4%	9.2µM*
O=C(Cc1ccc(-c2ccccc2)cc1)NNC(=S)NCc1ccco1	-3.0%	0.0%	16.4µM*
O=C(NCCCNC(=O)c1ccc(-c2cc(Cl)ccc2Cl)o1)c1cnccn1	?	0.0%	?
COc1ccc2c(c1)cc(C(=O)N/N=C/c1c(O)c(C(=O)O)cc3ccccc13)n2C	-2.8%	.	2.6%
NC(=S)Nc1ccc(Cl)cc1Cl	0.6%	0.0%	?
